# MC4R antag cAMP: MC4R antagonists of cAMP signaling, primary screen, cell-based, TR-FRET, antagonist arm of biased-ligand search | hit rate 0.48% among 360,000 | MC4R-expressing cells, MTII-stimulated cAMP, LANCE TR-FRET | AID 540295, 2011 | inhibition, % at 6.5 µM | Melanocortin receptor 4 (Homo sapiens), P32245;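 active = inhibition above its plate's cutoff, the mean of tested wells on that plate plus 3 SD, cut at about 29% in these data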;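 also: 0% = Melanotan II alone and 100% = Melanotan II plus saturating MCL0020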
# Target sequence (P32245 whole entry, looked up): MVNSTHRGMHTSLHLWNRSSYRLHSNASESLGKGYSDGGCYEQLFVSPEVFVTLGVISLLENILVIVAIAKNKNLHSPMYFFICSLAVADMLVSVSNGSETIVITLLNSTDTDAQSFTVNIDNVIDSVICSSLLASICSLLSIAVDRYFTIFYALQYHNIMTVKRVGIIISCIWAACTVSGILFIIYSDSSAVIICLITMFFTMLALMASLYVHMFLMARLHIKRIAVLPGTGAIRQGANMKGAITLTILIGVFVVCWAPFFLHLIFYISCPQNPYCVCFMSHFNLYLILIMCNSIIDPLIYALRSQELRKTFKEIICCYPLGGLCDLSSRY
#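 system = U2OS cells with stable human MC4R expression | also added = Melanotan II challenge after compound preincubation | dosing = one concentration, 6.5 µM nominal | incubation = compound 30 min, challenge 1 h, detection 1 h | measured by = TR-FRET with Eu-cAMP and labeled anti-cAMP, 671 nm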
# Glyco luc inh: increase of ERlucT glycosylation luciferase signal, primary screen, N-linked glycosylation inhibitor project, D54 ERlucT cells, luminescence, set 2; D54 ERlucT glycosylation luciferase reporter, 24 h; percent of 100 nM tunicamycin response; reporter increase, % at 12.5 µM; hit rate 0.23% among 360,000; AID 588692, 2011;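 active = mean luciferase reporter signal, scaled so untreated is 0 and the glycosylation-blocking control 100, at or above a set limit in every replicate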;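 also: luciferase carries N-glycosylation sites so blocking glycosylation raises the light; 0% = median of neutral control wells and 100% = median of 100 nM tunicamycin wells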
# ABCB6 inh MLPCN: ABCB6 transporter inhibitors, primary screen, K562-ABCB6 cells, flow cytometry, MLPCN library. K562-ABCB6 porphyrin accumulation, 1 h; stronger effect = lower value. fluorescence ratio to DMSO, % at 10 µM. ATP-binding cassette sub-family B member 6 (Homo sapiens), Q9NP58. hit rate 0.19% among 360,000;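 active = fluorescence ratio to DMSO below 75%, the collection mean minus 3 SD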;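 also: signal is porphyrin accumulated inside mitochondria; 100% equals median channel fluorescence of DMSO control wells; lower ratio means ABCB6 inhibition with less porphyrin fluorescence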
# H9c2 protect: cardioprotection against H2O2-induced cell death, primary screen, uHTS, H9c2 cells, ATPLite luminescence | H9c2 cardiomyocytes, H2O2 injury protection, 2 h | protection from H2O2 cell death, % at 20 µM | hit rate 0.63% among 360,000 | AID 588492, 2011;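 active = compounds giving at least 50% protection of heart cells from peroxide-induced death in the single-dose screen, raw or plate-pattern-corrected value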;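 also: 0% = DMSO wells with peroxide and 100% = DMSO wells without peroxide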
# aDG glyco up: activators of alpha-DG glycosylation, primary screen, uHTS, Pro5-aDG cells, AlphaScreen | alpha-DG glycosylation AlphaScreen (IIH6); 0% Pro5, 100% B10-LARGE cell signal | AID 624168, 2012 | hit rate 0.22% among 360,000 | activation, % at 10 µM;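 active = activation of at least 8% versus controls, or a plate z-score of at least 8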;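 also: Pro5 are CHO cells carrying HIG-tagged alpha-DG that lacks glycosylation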
# hiPSC survival: enhancers of single-cell hiPSC survival, primary screen, ATPlite luminescence. hit rate 0.044% among 360,000. survival enhancement, % at 20 µM. 100% = ROCK inhibitor wells, 0% = DMSO. AID 602274, 2012; in the data active = survival enhancement above about 18%;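 also: cells exposed to compounds for 16 hours before the ATP read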
# Granule exo inh: LAMP-1 surface exposure blockers, TALL-104 cells – cell-based, flow cytometry, MLPCN library, primary screen | inhibition, % at 10 µM | hit rate 0.66% among 360,000 | AID 651702, 2012 | TALL-104 LAMP-1 surface exposure; cells stimulated with thapsigargin and PMA;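 active = inhibition above about 55%, limit read from the data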
# ABHD5 PLIN5 PPI: ABHD5-PLIN5 interaction inhibitors, primary screen, cell lysate, split luciferase complementation, luminescence. Split G. princeps luciferase complementation, 4 h. inhibition, % at 4 µM. hit rate 0.78% among 360,000. AID 602281, 2012;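 active = inhibition above the mean inhibition across every tested compound plus 3 SD, cut at about 22% in these data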;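 also: 0% = DMSO only wells and the 100% control is not disclosed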
# MC4R ag barr: MC4R agonists recruiting beta-arrestin, primary screen, cell-based, luminescence, agonist arm of biased-ligand search; Melanocortin receptor 4 (Homo sapiens), P32245; activation, % at 8.9 µM; U2OS MC4R beta-arrestin complementation; percent of melanotan II response, DMSO zero; AID 540308, 2011; hit rate 0.98% among 360,000;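 active = activation above a per-plate cutoff, the mean activation of sample wells on that plate plus 3 SD, cut at about 8% in these data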
# m5-HT2A agonist: mouse Htr2a agonists via beta-arrestin recruitment, primary screen, cell-based, luminescence | CHO-K1 mHTR2A beta-arrestin complementation; percent of 30 µM serotonin response | activation, % at 7.6 µM | 5-hydroxytryptamine receptor 2A (Mus musculus), P35363 | hit rate 0.66% among 360,000;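 active = activation above a run cutoff, the mean activation of all tested compounds plus 3 SD, cut at about 14% in these data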;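 also: 0% = plate median of compound wells and 100% = 30 µM serotonin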
# Target sequence (P35363 whole entry, looked up): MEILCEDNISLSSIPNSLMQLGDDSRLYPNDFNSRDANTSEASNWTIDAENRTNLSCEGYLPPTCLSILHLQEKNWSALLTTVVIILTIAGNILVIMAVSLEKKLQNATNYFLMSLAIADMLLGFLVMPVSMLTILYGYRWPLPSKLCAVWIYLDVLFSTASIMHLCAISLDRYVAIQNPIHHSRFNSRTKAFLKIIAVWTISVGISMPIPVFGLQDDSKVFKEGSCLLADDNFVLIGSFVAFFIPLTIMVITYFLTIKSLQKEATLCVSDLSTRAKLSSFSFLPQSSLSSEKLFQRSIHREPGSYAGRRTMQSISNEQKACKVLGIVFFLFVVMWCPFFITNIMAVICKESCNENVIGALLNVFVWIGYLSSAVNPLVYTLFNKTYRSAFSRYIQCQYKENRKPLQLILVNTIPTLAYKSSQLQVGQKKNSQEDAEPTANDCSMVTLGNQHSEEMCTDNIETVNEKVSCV
# The depositor's hits bear a star; . = no result given.
SMILES,MC4R antag cAMP,Glyco luc inh,ABCB6 inh MLPCN,H9c2 protect,aDG glyco up,hiPSC survival,Granule exo inh,ABHD5 PLIN5 PPI,MC4R ag barr,m5-HT2A agonist
CC1CCN(C(=O)COC(=O)c2ccc3c(c2)OCCO3)CC1,4,0,91,-1,-0.3,0.2,-2,9,-2.1,1
CC(NC(=O)COC(=O)CNC(=O)C1CCCCC1)c1ccccc1 (stereo unspecified),8,1,100,9,-0.1,1.9,1,0,-0.2,3
Cc1ccc(CNC(=O)Cc2nc3nc(C)cc(C)n3n2)cc1,7,-3,103,-3,0.1,1.0,4,-5,1.6,2
Cc1cc(=O)oc2cc(OCC(O)CN3CCN(c4ccccc4)CC3)ccc12 (stereo unspecified),-8,2,98,22,0.3,-0.2,8,-6,2.4,3
Cc1onc(-c2c(F)cccc2Cl)c1C(=O)Nc1cccc(S(=O)(=O)N2CCOCC2)c1,17,-1,101,14,-0.3,3.5,1,3,-1.0,-3
COc1cc2c(C(=O)NC3CCCCCC3)cn(C)c(=O)c2cc1OC,1,1,100,10,-0.2,-1.5,1,-6,-1.7,7
CCC(C)(C)NC(=O)C(c1cccnc1)N(C(=O)c1csnn1)c1ccc(C)cc1 (stereo unspecified),0,2,99,11,-0.2,-0.1,3,-4,-3.8,-9
O=C(Cc1ccccc1)NCC(=O)Nc1ccccc1Br,0,-1,96,2,0.1,0.5,-4,1,0.2,3
C(=N\Nc1nc(-c2ccccc2)cs1)/c1cccs1,3,-4,90,-3,-0.7,-2.9,-2,-8,1.5,0
Cc1ccc(NC(=O)c2ccccc2NC(=O)CCC(=O)O)cc1,2,5,95,9,0.1,0.9,5,-2,1.4,4
CCCN(CCC)S(=O)(=O)c1cc2c(cc1Br)CCN2C(=O)CC,-3,-1,104,1,-0.1,0.9,-4,-10,0.0,-3
COc1ccc(NS(=O)(=O)Cc2ccccc2Cl)cn1,17,2,103,-6,0.7,0.0,0,-4,-0.2,4
CC(NC(=O)c1cc(COc2cccc(C(F)(F)F)c2)on1)c1nccs1 (stereo unspecified),1,-3,99,0,0.1,-0.3,0,-3,-0.7,4
CCOc1cc2[nH]c(=S)n(CCCN3CCN(C)CC3)c(=O)c2cc1OCC,12,-1,95,2,0.1,3.0,-7,-1,-1.4,-4
CCOCCCNC(=O)CN1C(=O)COc2ccc(S(=O)(=O)N3CCC(C)CC3)cc21,13,1,109,2,-0.7,0.6,-1,-6,1.4,7
CCC(C)[C@H](NC(=O)N1CCCCCC1)C(=O)OC (stereo partly specified),14,-1,101,3,-0.1,0.5,-4,-7,-1.0,-5
O=C(NC1CC1)c1cc(-c2ccco2)nc2ccccc12,-2,1,103,2,0.0,-0.7,4,-1,-2.4,-3
CCc1c(C)nc(N2CCN(c3cccc(OC)c3)CC2)[nH]c1=O,8,3,95,0,0.1,0.3,-7,-2,-0.6,-1
Brc1ccc2nc(C3CCCCC3)c(Cc3ccccc3)n2c1,.,-1,98,-6,0.0,3.6,-1,-7,.,3
CCOc1ccc(Oc2nc(Nc3ccc(C)cc3)nc(N(C)C)n2)nn1,7,0,94,-11,1.4,-4.7,0,1,-0.4,1
CCOC(=O)N1CCN(C(=O)c2ccc(N3C(=O)c4ccccc4C3=O)cc2)CC1,3,1,103,20,-0.2,3.3,5,4,1.9,-4
Cc1ccc(S(=O)(=O)N2CCOCC2)cc1NC(=O)CSCc1c(C)noc1C,0,0,88,-2,0.1,-0.5,-7,-6,-1.4,-4
CCCNC(=O)C(CC)NC(=O)c1cccc([N+](=O)[O-])c1 (stereo unspecified),-2,3,99,3,-0.2,0.7,6,1,-0.3,1
COc1cc2c(C(=O)NCCCN3CCN(c4cccc(Cl)c4)CC3)cn(C)c(=O)c2cc1OC,1,3,101,1,0.3,2.7,-1,0,-2.6,-5
Cn1cnc2c(=O)sc3ccccc3c21,5,-3,91,15,0.0,-0.4,-6,6,-1.6,2
Cn1c(=O)c2c(ncn2CC(=O)OCC(=O)Nc2cccc(Cl)c2)n(C)c1=O,3,2,99,-1,0.2,0.5,0,6,0.1,-4
CCOc1ccc(S(=O)(=O)N2CCN(C(=O)CCOc3ccccc3C)CC2)cc1,0,-2,94,-8,0.3,0.6,3,5,0.3,3
O=C(c1cc(-c2ccc(Cl)cc2)on1)N1CCCC1,23,-12,103,-18,-0.1,-0.6,0,7,1.9,0
CCN(CC(=O)Nc1ccc(S(=O)(=O)N2CCCC2)cc1)Cc1ccccc1,9,-1,104,-2,0.0,1.7,0,-5,-3.1,-6
COc1ccc(C(=O)N(CN2CCCC2=O)c2ccccc2OC)cc1OC,27,0,102,6,-0.2,-1.1,1,-5,2.2,4
CCOc1ccc(NC(=O)/C(C#N)=C\c2ccc(N3CCCC3)c(C)c2)cc1,0,-6,115,-25,-0.1,-0.6,5,0,13*,-3
CC(C)c1ccc(-c2nnn(Cc3nc4ccccc4s3)n2)cc1,4,4,97,-19,-0.4,0.5,2,5,0.3,-1
CCOC(=O)C1(CCCc2ccccc2)CCN(C(=O)c2cc(C)nn2CC)CC1,9,-5,98,-3,-0.5,0.6,1,0,-3.0,-8
Cn1cccc1/C=N/NC(=O)CNc1ccc2ccccc2c1,-2,1,98,-3,0.1,0.1,2,-2,-1.3,-2
CNC(=O)C(=O)NCC1OCCN1S(=O)(=O)c1ccc2c(c1)OCCO2 (stereo unspecified),0,-1,99,6,-0.6,5.1,-5,-2,-0.9,-3
Cc1cc(=O)[nH]c(SCC(=O)N2c3ccccc3CC2C)n1 (stereo unspecified),11,-1,124,15,-0.3,8.3,2,0,0.0,-4
Cc1cccc(C)c1NC(=O)CS(=O)CC(=O)N1CCN(c2ccccc2)CC1 (stereo unspecified),0,1,93,-13,0.1,-0.6,-3,-2,-1.3,0
COc1ccc(OC)c(-c2csc(NC(=O)CSc3nnnn3C)n2)c1,-3,1,99,1,0.1,-0.2,2,-6,-1.7,10
CN1CCN(c2ccc(C(CC(N)=O)NC(=O)Cc3ccc(Br)cc3)cc2[N+](=O)[O-])CC1 (stereo unspecified),1,3,89,3,-0.1,-2.0,-1,8,-1.1,-5
C[C@@H]1CN([C@H](C)CO)C(=O)CCCn2cc(nn2)CO[C@H]1CN(C)S(=O)(=O)c1ccc(-c2ccccc2)cc1,5,1,97,-14,-0.1,-0.3,0,4,-0.3,1
C=C1C(=O)CC2=C1[C@](Cc1ccc(F)cc1)(C(=O)OC)N(C(=O)c1ccccc1)C2,.,.,124,.,-0.1,-1.1,0,7,.,3
COc1ccc(OC)c(N2C(=O)CCCC2=O)c1,1,-1,101,10,-0.1,-0.5,-2,11,0.7,5
O=C(N/N=C/c1cccnc1)c1cc(-c2ccc(Br)cc2)nc2ccccc12,-7,20,98,33,-0.3,-0.5,7,0,-0.9,-8
Cc1cc(N2CCN(C(=O)OC(C)(C)C)CC2)n2ncnc2n1,3,-1,89,-3,0.3,-1.6,4,-2,-1.0,1
CCN1CCS/C1=C\C=C\C1=[N+](CC)CCS1,-13,9,108,-25,0.3,-5.0,1,-1,-0.7,1
CC1=NN(Cc2ccccc2)C(=O)C1C(c1ccncc1)C(C#N)C#N (stereo unspecified),2,-1,100,4,-0.1,1.0,0,3,-1.3,2
Cc1ccc(-c2cc(NC(=O)c3ccccc3)on2)cc1,1,-3,83,-9,0.1,-0.1,2,-5,5.7,1
COc1ccc(CCNC(=O)c2cc(-c3cc(Cl)cc(Cl)c3)oc2C)cc1,20,2,104,-8,0.0,-1.7,2,3,0.8,8
COc1ccc(CNc2oc(COc3ccc(Cl)cc3)nc2C#N)cc1,0,-7,91,-14,0.2,0.0,36,-2,0.1,-10
Cc1cccc(OCC(O)CNC(=O)c2ccccc2C(=O)O)c1 (stereo unspecified),0,2,93,9,-0.3,-1.6,-2,-2,0.3,3
# Later entries
SMILES,MC4R antag cAMP,Glyco luc inh,ABCB6 inh MLPCN,H9c2 protect,aDG glyco up,hiPSC survival,Granule exo inh,ABHD5 PLIN5 PPI,MC4R ag barr,m5-HT2A agonist
CCOc1ncccc1C(=O)OCC(=O)Nc1cccc(S(N)(=O)=O)c1,22,1,100,-4,0.3,0.1,-1,-4,-3.1,-2
COc1cc(NC(=O)COc2ccc([N+](=O)[O-])cc2)ccc1NC(=O)c1ccco1,-4,0,99,1,-0.1,6.5,-3,6,-1.2,-3
O=C(NNC1=NCCCCC1)c1ccccc1,-1,0,99,6,-0.2,-1.7,2,6,-1.7,0
Cc1ccc(S(=O)(=O)Nc2c(C)n(C)n(-c3ccccc3)c2=O)cc1C(=O)OC(C)C(=O)c1ccccc1 (stereo unspecified),11,4,99,-1,-0.2,0.4,2,5,-2.0,-2
COc1ccc(CCNC(=O)C/C(C)=N/NC(=O)c2ccc([N+](=O)[O-])cc2Cl)cc1OC,7,-1,100,0,0.0,0.7,-1,1,1.4,4
O=C(Nc1ccc2c(c1)OCCO2)c1cnc2ccccn2c1=O,4,-21,103,-7,0.0,-1.4,2,1,-1.2,3
CC1(c2ccccc2)NC(=O)N(CC(=O)N(CC(=O)Nc2ccccc2C(F)(F)F)Cc2ccco2)C1=O (stereo unspecified),-2,1,98,7,-0.1,-0.3,26,-3,-4.2,1
COc1ccc(C(CNC(=O)C(CCSC)NC(=O)c2ccccc2Cl)N2CCCC2)cc1 (stereo unspecified),8,-1,101,3,-0.1,-0.1,6,-6,-2.5,-3
CCOc1ccccc1C1C(C#N)=C(N)Oc2cc(N)ccc21 (stereo unspecified),8,0,101,-1,-0.1,-1.4,-1,6,0.8,3
COC(=O)c1ccc(-n2nnnc2SC)cc1,3,0,103,-3,-0.4,-1.3,3,4,3.1,-1
O=C(COc1ccccc1)NCCSc1ccccc1,4,-2,98,6,0.3,-2.7,3,-7,-0.8,-2
CCCCn1c(SCC(=O)NC(=O)NCc2ccco2)nc2cc(S(N)(=O)=O)ccc21,18,-2,97,2,-0.1,5.6,-5,4,0.9,-1
CCOc1ccc2nc(NC(=O)C(CCSC)NS(=O)(=O)c3cccs3)sc2c1 (stereo unspecified),-3,-5,98,-12,0.4,-2.3,5,-5,-1.0,-9

# Quoted at random: 2 entries already listed, in no set order.
SMILES,MC4R antag cAMP,Glyco luc inh,ABCB6 inh MLPCN,H9c2 protect,aDG glyco up,hiPSC survival,Granule exo inh,ABHD5 PLIN5 PPI,MC4R ag barr,m5-HT2A agonist
CC1(c2ccccc2)NC(=O)N(CC(=O)N(CC(=O)Nc2ccccc2C(F)(F)F)Cc2ccco2)C1=O (stereo unspecified),-2,1,98,7,-0.1,-0.3,26,-3,-4.2,1
CCCCn1c(SCC(=O)NC(=O)NCc2ccco2)nc2cc(S(N)(=O)=O)ccc21,18,-2,97,2,-0.1,5.6,-5,4,0.9,-1

# Compound activity (PubChem BioAssay)
